# TDP1 cell noCPT = qHTS for Inhibitors of human tyrosyl-DNA phosphodiesterase 1 (TDP1): qHTS in cells in absence of CPT | Potency, µM (top dose mostly 46.2 µM), for inactives: at the top dose activity change, negative = growth inhibition, most hits filed as inhibitors | hit rate 15% among 420,000 | DT40 Tdp1-/- hTDP1 cells, no CPT, ATP luminescence, 48 h; also: nearly all actives have a fitted effect of over 55% in size
#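 Camptothecin absent (DMSO only). Human TDP1-complemented DT40 knockout cells, 400 cells/well, 37 °C for minimum 48 hr; ATP measured via CellTiter-Glo, 30 min dark incubation, luminescence.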
# DT40 TDP1 CPT = growth inhibition of DT40 Tdp1-/-;hTDP1 cells with camptothecin (screen for TDP1 inhibitors); chicken DT40 Tdp1-/-;hTDP1 cells + 20 nM CPT, ATP luminescence, 48 h; Potency, µM (top dose mostly 46.2 µM), for inactives: at the top dose activity change, negative = growth inhibition, actives largely listed as inhibitors; hit rate 12% among 420,000; AID 686979; also: nearly all actives have a fitted effect of over 55% in size
#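 Chicken DT40 Tdp1-/- cells stably complemented with human TDP1 were seeded at 400 cells/well in medium containing 20 nM camptothecin, exposed to pin-transferred compounds, and grown at 37 °C for at least 48 hr. Viability was read as ATP luminescence.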
# TDP1 block = inhibitors of human tyrosyl-DNA phosphodiesterase TDP1. hit rate 0.28% among 350,000. Potency, µM (doses to about 130 µM), inactives show top-dose activity change, negative = inhibition, usual class: inhibitors. recombinant TDP1, AlphaScreen DNA substrate cleavage. Q9NUW8; also: nearly all actives have a fitted effect of over 40% in size
# Target sequence (Q9NUW8 whole entry, looked up): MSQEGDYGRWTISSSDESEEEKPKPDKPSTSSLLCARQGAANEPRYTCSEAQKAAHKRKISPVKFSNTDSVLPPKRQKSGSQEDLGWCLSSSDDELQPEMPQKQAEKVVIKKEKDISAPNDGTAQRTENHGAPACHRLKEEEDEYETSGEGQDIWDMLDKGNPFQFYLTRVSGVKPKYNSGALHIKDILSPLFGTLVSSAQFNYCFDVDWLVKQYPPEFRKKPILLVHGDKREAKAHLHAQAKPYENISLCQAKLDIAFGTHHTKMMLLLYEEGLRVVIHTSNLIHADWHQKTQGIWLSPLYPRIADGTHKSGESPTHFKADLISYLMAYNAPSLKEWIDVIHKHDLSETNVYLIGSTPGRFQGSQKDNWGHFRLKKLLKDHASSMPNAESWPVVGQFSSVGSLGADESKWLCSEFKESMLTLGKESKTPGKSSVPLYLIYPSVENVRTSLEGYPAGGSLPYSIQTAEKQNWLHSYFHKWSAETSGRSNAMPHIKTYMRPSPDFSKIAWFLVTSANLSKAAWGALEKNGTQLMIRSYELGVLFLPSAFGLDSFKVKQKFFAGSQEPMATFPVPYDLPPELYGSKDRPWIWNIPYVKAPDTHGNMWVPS
#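 Here, a 5' biotin and 3' phosphotyrosine-FITC DNA oligonucleotide reports Tdp1 activity: intact substrate bridges AlphaScreen beads, while cleavage leaves a 3' phosphate and drops signal. All incubations at room temperature.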
# An asterisk follows results filed as active; ? = inconclusive; · = not tested or not shown; [ ] = another dose, or the depositor's remark. Calls follow the shape of the dose curve; as a rule, active = well fitted curve in the direction sought with a large enough effect; inconclusive = small, poorly fitted or top-dose-only effect, or another doubt; inactive = no such curve, though single readings can be large; an effect the other way counts as inactive or inconclusive. % is scaled to controls: 0 for no effect and ±100 for the full control effect; potency is read from the fitted curve at half-maximal effect.
SMILES,TDP1 cell noCPT,DT40 TDP1 CPT,TDP1 block
C[C@H](CO)N1C[C@H](C)[C@H](CN(C)Cc2ccncc2)Oc2ncc(C#CC3CC3)cc2C1=O,-17%,-8%,·
CCOc1ccc(S(=O)(=O)Nc2cc(C)ccn2)c2ccccc12,?,?,3%
COc1cc(C)nc(Oc2ccc(/C=N/O)cc2)n1,2%,4%,2%
O=C1CC(Sc2ccc(Cl)cc2)C(=O)N1c1ccc2c(c1)OCCO2 (stereo not given),15µM*,2.9µM*,1%
CC(=O)N/C(=C\c1cccc([N+](=O)[O-])c1)C(=O)NC(C)C,9%,2%,2%
Cc1nnc(SCC(=O)c2cc(C)n(-c3ccc4c(c3)OCO4)c2C)s1,23µM*,26µM*,4%
Cc1cccc(NC(=O)Cn2cccc2)c1,0%,-27%,4%
Cc1c(Cl)cccc1NC(=O)CSc1nnc(C)n1CC1CCCO1 (stereo not given),-3%,-16%,·
c1ccc(CSc2nnc(-c3ccco3)c(-c3ccco3)n2)cc1,?,?,2%
COCCNc1nc2nonc2nc1N1CCCC1c1nccs1 (stereo not given),4%,2%,5%
N#Cc1ccc(NC(=O)COC(=O)C2=COCCO2)cc1,-5%,4%,5%
COc1ccc(C(=O)Nn2c(SCC(=O)NCC3CCCO3)nc3ccccc3c2=O)cc1 (stereo not given),-27%,-2%,3%
COc1ccc(OC)c(N/C=C/C(=C(C#N)C#N)N(C)C)c1,?,?,3%
Cc1ccc(C(C)C)c(OCC(=O)Nc2ccc(N3CCN(S(C)(=O)=O)CC3)cc2)c1,-24%,-13%,4%
CN1CCCN(C(=O)c2cc(-c3ccc(Cl)c(Cl)c3Cl)nc3ccccc23)CC1,6%,2%,-3%
Cc1ccc2c(c1)N(C(=O)CSc1nncn1C)C(C)(C)c1ssc(=S)c1-2,?,26µM*,12%
O=C(Cc1c(F)cccc1Cl)Nc1nc2ccccc2s1,?,?,0%
COc1ccc2nc(NC(=O)CN(c3ccc(C)cc3)S(=O)(=O)c3c(C)nn(C)c3C)sc2c1,?,?,1%
COc1cc(C(C)=O)ccc1OCC(O)CN(CCO)Cc1ccccc1 (stereo not given),-2%,-3%,0%
COc1cc(/C=C2/C(=O)NN(c3ccccc3)C2=O)cc(Br)c1O,9%,-6%,·
COc1ccc(/C=C/C(=O)OCC(=O)N2CC(=O)Nc3ccccc32)cc1S(=O)(=O)N1CCOCC1,?,?,-5%
COc1ccc(OC)c(NC(=O)NNC(=O)c2cc3occc3[nH]2)c1,-2%,4%,12%
CC1=C2C3OC(=O)C(C)C3CCC2(C)C=C(Br)C1=O (stereo not given),21µM*,-11%,·
O=C(Cn1c(=O)oc2cc(Cl)ccc21)Nc1cccc(C(F)(F)F)c1,18µM*,18µM*,3%
O=C(OCC(=O)N1CCCCCC1)c1cccc(Cl)c1,-2%,10%,-2%[56.1 µM]
O=C(NCc1cc2ccccc2[nH]1)C1CCC(=O)N(CCCN2CCCC2=O)C1 (stereo not given),14%,-20%,7%
N#Cc1ccc(-c2ccc(OCC3CNC(=O)O3)cc2)cc1 (stereo not given),13µM*,8.2µM*,4%
CCOC(=O)C(=CN(CCc1ccccc1)CC(=O)OC)C(=O)OCC,6%,-20%,4%
Cc1cccc(C(O)c2ncc(-c3ccccc3F)[nH]2)c1C (stereo not given),?,-20%,·
CCN1CCN(CCOc2cccc(Oc3ccccc3)c2)CC1,?,?,0%
Cc1nc(CC(=O)NNS(=O)(=O)c2ccc3ccccc3c2)cs1,-21%,-17%,-5%
CC(=O)NCCC(=O)Nc1cc(S(=O)(=O)N2CCCCC2)ccc1N1CCN(C)CC1,-8%,-11%,-12%
COc1ccc([N+](=O)[O-])cc1N(CC(=O)NCCCOC(C)C)S(C)(=O)=O,-17%,-15%,5%
Cc1ccc(Cl)cc1NC(=O)COC(=O)CC(C)(C)C,?,?,8%
O=C(NCc1nc2ccccc2[nH]1)c1cccc(S(=O)(=O)N2CCOCC2)c1,2%,-4%,8%
CCn1c(SC)nc2cc(S(=O)(=O)N3CCCCC3)ccc21,-25%,1.6µM*,0%

# An excerpt from above in order of molar mass, rising.
SMILES,TDP1 cell noCPT,DT40 TDP1 CPT,TDP1 block
N#Cc1ccc(NC(=O)COC(=O)C2=COCCO2)cc1,-5%,4%,5%
N#Cc1ccc(-c2ccc(OCC3CNC(=O)O3)cc2)cc1 (stereo not given),13µM*,8.2µM*,4%
Cc1cccc(C(O)c2ncc(-c3ccccc3F)[nH]2)c1C (stereo not given),?,-20%,·
Cc1ccc(Cl)cc1NC(=O)COC(=O)CC(C)(C)C,?,?,8%
O=C(Cc1c(F)cccc1Cl)Nc1nc2ccccc2s1,?,?,0%
CC1=C2C3OC(=O)C(C)C3CCC2(C)C=C(Br)C1=O (stereo not given),21µM*,-11%,·
CCN1CCN(CCOc2cccc(Oc3ccccc3)c2)CC1,?,?,0%
CCn1c(SC)nc2cc(S(=O)(=O)N3CCCCC3)ccc21,-25%,1.6µM*,0%
COc1ccc(OC)c(NC(=O)NNC(=O)c2cc3occc3[nH]2)c1,-2%,4%,12%
COCCNc1nc2nonc2nc1N1CCCC1c1nccs1 (stereo not given),4%,2%,5%
Cc1nc(CC(=O)NNS(=O)(=O)c2ccc3ccccc3c2)cs1,-21%,-17%,-5%
CCOC(=O)C(=CN(CCc1ccccc1)CC(=O)OC)C(=O)OCC,6%,-20%,4%
O=C(Cn1c(=O)oc2cc(Cl)ccc21)Nc1cccc(C(F)(F)F)c1,18µM*,18µM*,3%
COc1cc(C(C)=O)ccc1OCC(O)CN(CCO)Cc1ccccc1 (stereo not given),-2%,-3%,0%
COc1cc(/C=C2/C(=O)NN(c3ccccc3)C2=O)cc(Br)c1O,9%,-6%,·
O=C(NCc1cc2ccccc2[nH]1)C1CCC(=O)N(CCCN2CCCC2=O)C1 (stereo not given),14%,-20%,7%
O=C(NCc1nc2ccccc2[nH]1)c1cccc(S(=O)(=O)N2CCOCC2)c1,2%,-4%,8%
COc1ccc([N+](=O)[O-])cc1N(CC(=O)NCCCOC(C)C)S(C)(=O)=O,-17%,-15%,5%
Cc1ccc2c(c1)N(C(=O)CSc1nncn1C)C(C)(C)c1ssc(=S)c1-2,?,26µM*,12%
Cc1ccc(C(C)C)c(OCC(=O)Nc2ccc(N3CCN(S(C)(=O)=O)CC3)cc2)c1,-24%,-13%,4%
CC(=O)NCCC(=O)Nc1cc(S(=O)(=O)N2CCCCC2)ccc1N1CCN(C)CC1,-8%,-11%,-12%
COc1ccc(C(=O)Nn2c(SCC(=O)NCC3CCCO3)nc3ccccc3c2=O)cc1 (stereo not given),-27%,-2%,3%
COc1ccc2nc(NC(=O)CN(c3ccc(C)cc3)S(=O)(=O)c3c(C)nn(C)c3C)sc2c1,?,?,1%
COc1ccc(/C=C/C(=O)OCC(=O)N2CC(=O)Nc3ccccc32)cc1S(=O)(=O)N1CCOCC1,?,?,-5%

# Of the compounds above, these contain a nitro group on carbon:
SMILES,TDP1 cell noCPT,DT40 TDP1 CPT,TDP1 block
CC(=O)N/C(=C\c1cccc([N+](=O)[O-])c1)C(=O)NC(C)C,9%,2%,2%
COc1ccc([N+](=O)[O-])cc1N(CC(=O)NCCCOC(C)C)S(C)(=O)=O,-17%,-15%,5%

# (list continues)
SMILES,TDP1 cell noCPT,DT40 TDP1 CPT,TDP1 block
CCOC(=O)N1CCN(C(=O)c2c(Cl)cnn2C)CC1,5%,10%,3%
Cc1oc2c(O)c(O)ccc2c(=O)c1-c1ccccc1,?,0%,5%
COc1ccc(N2CCc3c(C)nc4c(OC)cc(OC)cc4c32)cc1,15µM*,23µM*,3%
Cc1cc(C)nc(NC(N)=NCCc2ccccc2)n1,2.9µM*,2.6µM*,·
O=C1CCCCC1C1(O)C(=O)Nc2ccccc21 (stereo not given),-4%,19%,·
O=C1c2ccccc2C(=O)N1CC1c2ccccc2CCN1S(=O)(=O)c1ccccc1 (stereo not given),?,?,2%
O=C(COc1ccc(S(=O)(=O)Nc2ccc(Cl)cc2)cc1)N1CCOCC1,?,?,2%
CCCCn1c(-c2ccc(OC)cc2)nc2c(=O)n(C)c(=O)[nH]c21,?,?,·
CC(=O)Oc1ccc(/C=C2/Oc3ccccc3C2=O)cc1,-22%,-1%,3%
CC1CCCC=CC2CC(OC(=O)CN(C)C)CC2C(O)C=CC(=O)O1 (stereo not given),1µM*,0.92µM*,·
CCOc1ccc2[nH]c3c(NCCN(CC)CC)ncnc3c2c1,-1%,13%,·
CC(C)c1ccc2[nH]c(O)c(N=NC(=O)c3cccc(S(=O)(=O)Nc4ccccc4Cl)c3)c2c1,3%,-4%,-1%
O=C(NC12CC3CC(CC(C3)C1)C2)N1CCN(c2nc(-c3ccccc3)cs2)CC1,18µM*,?,2%
CCn1c(SCC(=O)NCc2ccco2)nnc1-c1cccs1,-5%,1%,50µM*
CC12CCCCC1(O)[N+](=O)C1=C(CCCC1)N2[O-] (stereo not given),-5%,1%,·
Cc1cc(NC(=O)c2ccc3c(c2)N(Cc2cccc(Cl)c2)C(=O)c2ccccc2S3=O)ccc1Br (stereo not given),?,?,3%
O=C(COC(=O)c1nn(-c2ccccc2C(F)(F)F)cc1O)c1ccc(OC(F)F)cc1,-8%,11%,0%
CC(=O)N1CCc2cc(Br)cc(S(=O)(=O)CCC(=O)NCCc3ccc(Cl)cc3)c21,?,-6%,-9%
CCc1nnc(NC(=O)CCC(=O)N2CCN(Cc3ccc(Cl)cc3)CC2)s1,23µM*,18µM*,2%
Cc1ccc(OCC(=O)OCC(=O)c2cccc([N+](=O)[O-])c2)cc1C,5%,12%,10%
CC1=C(C(=O)N(C)C)CC(CC(=O)NCCCCc2ccccc2)C(=O)N1Cc1ccc(C(C)(C)C)cc1 (stereo not given),13µM*,16µM*,·
CCS(=O)(=O)N1CCC(C(=O)Oc2ccccc2OC)CC1,3%,18%,·
CC(C)CCN1C(=O)c2ccc(C(=O)Nc3ccc(Br)cc3C(=O)O)cc2C1=O,0%,-1%,3%
O=C(c1cccc2ccccc12)N1CCN(c2ccccc2F)CC1,?,?,0%
Cc1ccccc1-c1nn2c(-c3ccccc3)nnc2s1,-28%,-29%,5%
S=C(NCc1cccs1)Nc1cccc2ccccc12,-18%,6%,0%
CCc1cc(=O)oc2cc(OCC(=O)NCCCn3ccnc3)ccc12,1%,-8%,6%
CC(=O)OC1CCC23CC1(C)CCC2C(C)(C)CC3OC(C)=O (stereo not given),-27%,-7%,7%[56.1 µM]
CC(=O)N1c2ccc(S(=O)(=O)N3CCC(C(=O)Nc4cc(C)cc(C)c4)CC3)cc2CC1C (stereo not given),?,?,3%
Cc1cc(C(=O)N/N=C\c2cc(C(C)(C)C)ccc2O)n[nH]1,3.3µM*,21µM*,7%
CCOc1ccc(CCNC(=O)COC(=O)c2cccc(S(=O)(=O)N3CCCCC3)c2)cc1OCC,-20%,-8%,·
Cn1c(=O)c2c(SCC(=O)NCC3CCCO3)nc(-c3ccccc3F)nc2n(C)c1=O (stereo not given),-27%,-3%,-5%
CCCNC(=O)C1CCC(Cn2c(=O)c3sccc3n(CC(=O)N3CCCC(C)C3)c2=O)CC1 (stereo not given),-7%,-21%,8%
CC(C)(O)C#Cc1ccc(CN2CCC(n3nccc3NC(=O)C3CC3)CC2)cc1,10%,-2%,3%
O=C(Nc1cccc(F)c1)N1CC[C@@]2(CCCN(C(=O)c3cc(C(F)(F)F)cc(C(F)(F)F)c3)C2)C1,-16%,8%,·
Cc1ccc(-c2nnn(CC(=O)N(Cc3cccs3)C(C(=O)NC3CCCC3)c3ccncc3)n2)cc1 (stereo not given),-16%,?,2%
COc1ccc(OC)c2nc(-c3ccc4c(c3)OCO4)ccc12,-31%,-1%,·

# Screening data from PubChem BioAssay.
